sEH activator: soluble epoxide hydrolase (human) activation | P34913 | purified human sEH enzymatic activity, activator screen | activation, % at 2 µM | actives 0.04% (n = 91,000); in the data active = activation above about 37%; also: values of inactives mirror those of a sister screen read the other way
Target sequence (P34913 whole entry, looked up): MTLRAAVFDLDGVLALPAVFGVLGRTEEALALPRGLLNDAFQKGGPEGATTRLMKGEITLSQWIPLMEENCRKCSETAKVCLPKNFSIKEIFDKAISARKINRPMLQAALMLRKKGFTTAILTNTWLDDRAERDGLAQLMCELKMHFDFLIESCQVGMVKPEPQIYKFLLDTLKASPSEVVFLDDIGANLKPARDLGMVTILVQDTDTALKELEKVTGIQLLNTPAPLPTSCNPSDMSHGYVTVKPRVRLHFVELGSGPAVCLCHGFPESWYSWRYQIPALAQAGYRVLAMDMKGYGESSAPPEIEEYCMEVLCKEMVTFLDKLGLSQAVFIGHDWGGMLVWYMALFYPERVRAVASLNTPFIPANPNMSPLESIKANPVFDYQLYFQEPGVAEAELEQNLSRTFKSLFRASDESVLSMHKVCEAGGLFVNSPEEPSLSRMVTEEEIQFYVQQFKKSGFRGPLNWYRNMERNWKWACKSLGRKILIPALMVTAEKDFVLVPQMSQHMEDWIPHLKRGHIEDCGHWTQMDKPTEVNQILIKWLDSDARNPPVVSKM
* marks the source's active call; other numbers are inactive results.

SMILES | sEH activator
CN(C)/C(CN1CCN(C=O)CC1)=C1\N=C(c2ccccc2)OC1=O | 4
O=C1CC(Nc2ccc(N3CCOCC3)cc2)C(=O)N1Cc1ccccc1 (configuration not stated) | 4
CCN(C(N)=S)c1ccccc1 | 2
O=C(COC(=O)CCc1ccccc1)Nc1ncc(Cl)cc1Cl | -5
CCn1cc(C(=O)N2CCCC2)c(=O)c2cc(S(=O)(=O)N3CCOCC3)ccc21 | 4
COc1cccc(-n2nnnc2SCC(=O)Nc2ccc3c(c2)OCCO3)c1 | -26
C/C(=N\NC(=O)c1cc2ccccc2cc1O)c1ccc2c(c1)OCO2 | -9
CCn1c(CCNC(=O)c2ccccc2Cl)n[nH]c1=S | -5
Cc1ccc(SCC(=O)NC(=O)NCc2ccco2)c(C)c1 | -14
Cc1ccc(C(=O)Nc2nccc(-c3cccs3)n2)cc1 | -4
Cc1ccc(-n2c(C)cc(/C=N/Nc3ccc([N+](=O)[O-])cn3)c2C)cc1 | 5
CC(C)(C)C(=O)N1CCC(O)(CS(=O)(=O)Cc2ccc(Cl)cc2)CC1 | 17
COCc1cc(C)nc(OCC(=O)N/N=C/c2cccc(OC)c2)c1C#N | 6
COc1ccc2c(c1)C1C=CCC1C(c1cc3c(cc1Br)OCO3)N2 (configuration not stated) | 5
Cc1[nH]ccc(=O)c1OCc1c(Cl)cccc1Cl | -7
Cc1ccc(-c2cc3nc(-c4ccccc4)cc(N)n3n2)cc1 | 4
Cc1cc(-c2ccccc2)nc(N/N=C/c2ccco2)n1 | -9
Cc1ccc(OCC(=O)NNC(=O)C(C)Sc2ncnc3sc(C)c(C)c23)cc1 (configuration not stated) | -4
Cc1ccc(-c2nn(-c3ccccc3)cc2CSC(=N)N)cc1 | -5
CCN1CCC(=NNC(=O)c2ccco2)CC1 | -2
O=[N+]([O-])c1cccc(/C=C/c2nc3ccc([N+](=O)[O-])cc3[nH]2)c1 | -16
COC(=O)c1ccc(Sc2ccccc2NS(=O)(=O)c2ccc(OC)cc2)nc1 | -6
Cc1cc(OCCN2CC(C)OC(C)C2)ccc1[N+](=O)[O-] (configuration not stated) | 12
Cc1cccc(N(C(=O)c2csnn2)C(C(=O)NC(C)(C)C)c2cccs2)c1 (configuration not stated) | -3
Cc1c(Cl)cccc1NC(=O)CN1CCC(NC(=O)C2CCCCC2)CC1 | -14

The results go on:
SMILES | sEH activator
O=C(CCN1C(=O)c2ccccc2C1=O)Nc1cccc(S(=O)(=O)N2CCCCC2)c1 | -16
CCCCC1(Cc2ccc(OC)c([N+](=O)[O-])c2)C(=O)N(c2ccccc2)N(c2ccccc2)C1=O | 7
O=C(Nc1cccn(Cc2c(Cl)cccc2Cl)c1=O)c1ccccc1Cl | 2
O=C(COC(=O)CCNS(=O)(=O)c1cccc(C(F)(F)F)c1)NC(=O)NC1CCCCC1 | -6
O=C(NCC1CCCO1)c1nn2c(c1Cl)NC(c1ccc(F)cc1)CC2C(F)(F)F (configuration not stated) | 11
CC(C)Oc1ccc2ccccc2c1C=O | -1
O=C(N/N=C/c1ccc2c(c1)OCO2)c1ccccn1 | 8
Cc1cc(C)nc(NN2C(=O)/C(=C/c3ccccc3)SC2=S)n1 | -4
Cc1ccccc1NC(C)C(=O)N/N=C/c1ccccc1OCc1cccc(Br)c1 (configuration not stated) | 8
CCc1ccc(-n2c(=O)c3c(C)c(C(=O)N(C)C)sc3n(CC(=O)NCc3ccco3)c2=O)cc1 | 8
O=C(COc1cccc(NC(=O)c2cccc([N+](=O)[O-])c2)c1)c1ccc(Br)cc1 | 0
COc1cc2c(cc1NC(=O)CSc1ccccn1)oc1ccccc12 | 13
CCCOc1ccc(C(=O)CCC(=O)OCC(=O)Nc2cc(C)on2)cc1 | -4
O=C1/C(=C/c2ccc(N3CCCC3)cc2)NC(=S)N1C1CC1 | -3
Cc1ccc(/C(COc2ccccc2O)=N\O)cc1 | 1
Cc1ccc(Cl)cc1-n1c(=O)cc(N2CC(C)OC(C)C2)[nH]c1=O (configuration not stated) | -6
CCCC(C)C(=O)Nc1nc(C)c(-c2csc(Nc3ccc(Cl)cc3)n2)s1 (configuration not stated) | -14
CCc1ccc2[nH]c3nc(SCC(=O)NNC(=O)c4ccc(C(C)(C)C)cc4)nnc3c2c1 | -9
COc1ccnc(Oc2ccc3ccccc3c2)c1C#N | -2
CCc1cccc(CC)c1NC(=O)C1CC(=O)N(c2ccc3c(c2)OCCO3)C1 (configuration not stated) | 2
Cc1cccc(S(=O)(=O)N2CN(Cc3ccco3)c3nc4ccccc4nc32)c1 | -13
Fc1ccccc1NC(=S)NCCc1ccccc1 | 10
O=C1CC(Nc2ccc(N3CCOCC3)cc2)C(=O)N1C1CCCCC1 (configuration not stated) | 11
Cc1ccccc1NC(=O)c1ccccc1NS(=O)(=O)c1cccc2cccnc12 | 29
CC(=O)c1sc(NC(=O)c2cccc3ccccc23)nc1C | 0

New compounds follow:
SMILES | sEH activator
Cc1c(C(=O)NCc2cccnc2)sc2ncn(CC(=O)N3CCCCC3C)c(=O)c12 (configuration not stated) | 12
Fc1ccc(NC(=S)N/N=C/c2ccc(F)c(F)c2)c(F)c1 | 4
O=C(c1ccc(O)cc1)c1ccc(Cl)cc1 | 4
Cc1ccc(N(CCCCN2C(=O)c3ccccc3C2=O)C(=O)c2cccs2)cc1 | 2
C(=N\n1cnnc1)/c1nc2ccccc2[nH]1 | -9
CCNC(=O)n1nccc1C(C)Oc1ccccc1 (configuration not stated) | -5
CCc1nc2ccccc2c(C(=O)OCc2nnc(-c3ccccc3)o2)c1C | 10
Cc1nnc(SCc2ccc(C(=O)c3ccc(Cl)cc3)o2)n1-c1ccccc1 | -2
COCCCNC(=O)C(=O)NCCCOC(C)C | 6
CC(=O)COc1ccccc1OC(=O)c1ccco1 | 6
COC(=O)C1=C(NC(=O)c2cccs2)CCS1 | -8
CCCN1CCC2(CC1)C(C#N)=C(N)Oc1c2sc2nc(C)cc(C)c12 | 12
O=C(O)c1ccccc1-c1ccccc1C(=O)Nc1ccccc1 | -8
CCN(CC)C(=O)C1CCCN(c2ccc([N+](=O)[O-])cc2/C=N/NC(=O)c2ccc([N+](=O)[O-])cc2)C1 (configuration not stated) | 5
CSc1nc(N(C)CCO)c2sc3nc(-c4ccco4)c4c(c3c2n1)CCC4 | -14
Cc1ccc(C)c(NC(=O)c2ccc[n+](Cc3ccc([N+](=O)[O-])cc3)c2)c1 | 4
Clc1ccc(SCc2cc(-c3ccccc3)on2)cc1 | -7
Cc1ccccc1NC(=O)OCc1cccnc1Sc1ccc(Cl)cc1 | 4
Cc1nc(S/C(=C\c2ccc(OCc3ccccc3Cl)cc2)C(=O)O)n[nH]1 | 5
Cc1ccccc1-n1c(SC(C)C(=O)N2CCN(C)CC2)nc2ccccc2c1=O (configuration not stated) | -3
Cc1nn(-c2ccccc2)c(-c2ccccc2)c1C(=O)O | 2
O=C(CSCC(=O)OCC(=O)c1ccc(Br)cc1)Nc1cccc2ccccc12 | -5
CCCC(=O)N1CCN(c2ccc(NC(=S)NC(=O)CC)cc2)CC1 | -3
COc1ccc(OC)c(/C=N/NC(=O)CCCC(=O)Nc2cccc(Br)c2)c1 | -5
O=C(c1ccc(Cl)c(S(=O)(=O)N2CCCC2)c1)N1CCN(c2ccccn2)CC1 | 2

Next section
SMILES | sEH activator
CCCCN(C)S(=O)(=O)c1ccc(C(=O)Nc2nnc(CSC)o2)cc1 | -6
COc1ccc(NC(=O)c2ccc(OC(=S)N(C)c3ccc(OC)cc3)cc2)cc1 | -1
COc1cnc(-c2ccccc2)nc1Oc1cccc(C)c1 | 1
COc1ccc(O)c(/C=N/NC(=O)c2ccc(OCc3cccc(Br)c3)cc2)c1 | -11
O=C(/C=C/c1ccco1)NC(=S)Nc1ccccc1N1CCOCC1 | -8
CC(C)OP(=O)(OC(C)C)C1(O)C(=O)Nc2ccccc21 (configuration not stated) | 0
COc1cc(/C=N/NC(N)=O)c(Br)cc1OCC(=O)Nc1ccccc1C | -2
COCCNCc1ccccc1 | -1
C/C(=N\NC(=O)c1cccc(Br)c1)c1cccc(NC(=O)c2ccc(C)o2)c1 | 1
Cc1cccc(CSC2=CS(=O)(=O)c3ccccc3N2)c1 | -1
COc1ccc(/C(N)=N/OC(=O)c2ccc3c(c2)OCO3)cc1OC | 2
CC(C)NC(=O)NC(=O)CSc1nncn1C | -6
CC(C)Cn1c(-c2csc3ccccc23)n[nH]c1=S | -12
Cc1nn(C)c(Oc2ccc(Cl)cc2)c1C(=O)O | -4
CC(C)(C)c1ccc(OCC(=O)N/N=C/c2cc(Br)ccc2OC(=O)c2ccco2)cc1 | 10
CC(NS(=O)(=O)c1ccccc1)C1COc2ccccc2O1 (configuration not stated) | -2
CCOC(=O)Cc1csc(NC(=O)CSc2nnc(C3CC3)n2C)n1 | 10
Cc1ccnc(NC(=O)c2cccc(NC(=O)COc3ccccc3)c2)c1 | 0
COCCCn1c(SCc2ccc(OC)cc2)nc2cc(OC)c(OC)cc2c1=N | 3
COc1ccc(C(C)=O)cc1CSCCC(=O)O | -2
Cn1c(=O)[nH]c(=O)c2c1nc(NC1CCCCC1)n2CC(=O)NC1CCCCC1 | 0
Cc1ccc(Nc2nc(C)c(CCC(C)C)c(=O)[nH]2)cc1 | -56
Cn1c(Oc2ccc(Cl)c3cccnc23)nc2c1c(=O)n(Cc1ccccc1Cl)c(=O)n2C | -2
O=C(C/C=N/OCc1ccc(Cl)cc1Cl)c1ccccc1 | -3
O=[N+]([O-])c1ccc(/C=N/Nc2cc(Cl)nc(-c3ccccc3)n2)cc1 | -11

Quoted from the listing:
Reading for `CC(C)(C)c1ccc(OCC(=O)N/N=C/c2cc(Br)ccc2OC(=O)c2ccco2)cc1` in sEH activator: 10
Reading for `COCCCn1c(SCc2ccc(OC)cc2)nc2cc(OC)c(OC)cc2c1=N` in sEH activator: 3

Further structures:
SMILES | sEH activator
O=C(N/N=C/c1ccc2c(c1)OCO2)/C(=C/c1ccc2c(c1)OCO2)NC(=O)c1ccccc1 | 2
O=C1c2ccccc2C(=O)c2c1cccc2N1CCOCC1 | 8
CCOC(=O)c1c(C)n(C)c2ccc(OCC(O)Cn3nc(C)c(Br)c3C)cc12 (configuration not stated) | -2
CCCCN(CCCC)C(=O)CSc1nnc2n(C)c(=O)c3c4c(sc3n12)CCCC4 | -4
O=C(O)C1CSC(c2ccncc2)N1 (configuration not stated) | 5
Cc1ccc(NS(=O)(=O)c2ccc(NC(=O)[C@@H]3CCCC[C@@H]3C(=O)O)cc2)c(C)c1 | -4
COc1ccc(NC(=O)C2C(=O)N(CCO)C3(C)CC2c2ccccc2O3)cc1 (configuration not stated) | 8
Cc1c(C(C)(C)C)c(C=S)n2ccccc12 | 24
CN1c2ccccc2C(C)(C)C12C=Cc1cc(O)ccc1O2 (configuration not stated) | 1
C=CCc1ccc(OCCOCCOc2cccc3ccc(C)nc23)c(OC)c1 | -6
CCCC(=O)Nc1ccc(C(=O)N/N=C/c2cccnc2)cc1 | 6
CC(C)C(=O)N/N=C/c1ccc(OCc2ccccc2)cc1 | 5
Clc1ccc(Nc2ncn[nH]2)cc1 | 1
COc1ccc(/C=N/n2c(-c3cccs3)n[nH]c2=S)cc1 | -2
C/C=C/C(=O)OCC(=O)NC(=O)NC(C)C | 4
COc1cc(/C=N/NC(=O)CCn2c3ccccc3c3ccccc32)ccc1O | 14
O=C1N=C(N2CCOCC2)S/C1=C\C=C/c1ccccc1 | -15
O=C(/C=C/c1cccs1)c1ccc(NC(=O)c2cccc(Br)c2)cc1 | -8
CC(C)NC(=O)COC(=O)c1ccc(Oc2ccccc2)cc1 | 4
Cc1ccc(NC(=O)Cn2nnc(C(=O)NCc3ccccc3)c2N)cc1C | 4
COc1c(OC(C)=O)ccc(/C=C/c2ccc3ccccc3n2)c1[N+](=O)[O-] | -11
CCCNC(=O)C1CC(=O)N(c2ccc(OCC(=O)Nc3cccc(C)c3C)cc2)C1 (configuration not stated) | 0
CC1CCCN(CC(O)COCC2COc3ccccc3O2)C1 (configuration not stated) | -7
O=S(=O)(/N=C(/c1ccc(Cl)cc1)N1CCOCC1)c1ccc(Cl)cc1 | 9
O=C(NNC(=O)c1cc(-c2ccccc2)nc2ccccc12)Nc1cccc(Cl)c1 | -14

Part of the list above, reformatted.
sEH activator	SMILES
-16	O=C(CCN1C(=O)c2ccccc2C1=O)Nc1cccc(S(=O)(=O)N2CCCCC2)c1
7	CCCCC1(Cc2ccc(OC)c([N+](=O)[O-])c2)C(=O)N(c2ccccc2)N(c2ccccc2)C1=O
2	O=C(Nc1cccn(Cc2c(Cl)cccc2Cl)c1=O)c1ccccc1Cl
-6	O=C(COC(=O)CCNS(=O)(=O)c1cccc(C(F)(F)F)c1)NC(=O)NC1CCCCC1
11	O=C(NCC1CCCO1)c1nn2c(c1Cl)NC(c1ccc(F)cc1)CC2C(F)(F)F (configuration not stated)
-1	CC(C)Oc1ccc2ccccc2c1C=O
8	O=C(N/N=C/c1ccc2c(c1)OCO2)c1ccccn1
-4	Cc1cc(C)nc(NN2C(=O)/C(=C/c3ccccc3)SC2=S)n1
8	Cc1ccccc1NC(C)C(=O)N/N=C/c1ccccc1OCc1cccc(Br)c1 (configuration not stated)
8	CCc1ccc(-n2c(=O)c3c(C)c(C(=O)N(C)C)sc3n(CC(=O)NCc3ccco3)c2=O)cc1
0	O=C(COc1cccc(NC(=O)c2cccc([N+](=O)[O-])c2)c1)c1ccc(Br)cc1
13	COc1cc2c(cc1NC(=O)CSc1ccccn1)oc1ccccc12
-4	CCCOc1ccc(C(=O)CCC(=O)OCC(=O)Nc2cc(C)on2)cc1
-3	O=C1/C(=C/c2ccc(N3CCCC3)cc2)NC(=S)N1C1CC1
1	Cc1ccc(/C(COc2ccccc2O)=N\O)cc1
-6	Cc1ccc(Cl)cc1-n1c(=O)cc(N2CC(C)OC(C)C2)[nH]c1=O (configuration not stated)
-14	CCCC(C)C(=O)Nc1nc(C)c(-c2csc(Nc3ccc(Cl)cc3)n2)s1 (configuration not stated)

Going on with the list:
SMILES | sEH activator
COC(=O)c1nn(-c2ccc(OC)cc2)c(=O)cc1Oc1cccc(Cl)c1 | 2
COCCN(CCOC)S(=O)(=O)c1ccc(C(=O)Nc2nc(C)c(C(C)=O)s2)cc1 | -5
COc1ccc(/C=C/C(=O)Oc2cccc(/C=N/NC(=O)COc3c(C)cccc3C)c2)cc1 | -1
Cc1cc(=O)oc2cc(NC(=O)c3cc4ccccc4o3)ccc12 | 8
CC(=O)NCC(=O)OCN1C(=O)c2ccccc2C1=O | 0
O=C(NCc1ccco1)c1ccc(C(=O)NCc2ccco2)s1 | -7

Assay outcomes from PubChem BioAssay.

Not all compounds are listed; the hit share may differ from the screen's.
